# SV40 large T antigen: SV40 large T antigen inhibitors, biochemical (AID 1903). SV40 large T antigen ATPase/helicase inhibition assay; higher % means a stronger effect. one-dose inhibition, % at 20 µM; IC50 in µM for titrated hits. actives 0.39% (n = 310,000); in the data active = a potency from the dose series; inconclusive = inhibition mostly from about 32% at the one dose, without a potency; inactive = the rest, 99 in 100 with inhibition below about 32%; also: strong numbers were not always called active
# T cell modulator: T cell immune modulation candidate; 2C CD8+ T cell-vesicle binding, flow cytometry; stronger effect = lower value; calls only at 7 µM; actives 0.068% (n = 330,000);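 active = response, share of CD8 T cells binding vesicles, and their 90th percentile fluorescence all below set limits, cut at about 80% in these data, passing the limit was not always enough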
#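 incubation = binding step 1.5 h, 37 °C, antibody labelling 20 min, ice | test system = 2C mouse CD8+ T cells | read-out basis = percent CD8+ FL2 mean versus row control | controls = Peptide-free naked vesicles (low) and QL9 vesicles with 0.7% DMSO vehicle (high) | detection = flow cytometry of vesicle-bound cells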
# MgcRacGAP inhibition: MgcRacGAP GTPase-activating activity inhibitors, confirmation, biochemical, ADP Hunter fluorescence; MgcRacGAP-stimulated Rac1 GTP hydrolysis, ADP Hunter fluorescence; higher % means a stronger effect; GST-tagged Rac1 F28L mutant substrate; one-dose inhibition, % at 30 µM; IC50 in µM for titrated hits; actives 0.6% (n = 340,000);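 active = first-screen hits whose inhibition reached a set limit at any dose in the follow-up dose series; inconclusive = inhibition above the set first-screen limit but never retested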;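 also: fluorescence reports GDP produced by GAP-driven GTP hydrolysis; strong numbers were not always called active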
# NS5 inhibitors: Dengue-2 NS5 methyltransferase inhibitors, primary screen, biochemical, confirmation dose response (AID 588689); actives 0.3% (n = 340,000); one-dose inhibition, % at 25 µM; IC50 in µM for titrated hits; Dengue-2 NS5 methyltransferase capping enzyme assay, biochemical; higher % means a stronger effect; in the data active = a potency from the dose series; inconclusive = inhibition above about 29% without an active follow-up result
# Salmonella PhoP GFP: PhoP-dependent GFP reporter repression – Salmonella Typhimurium, primary screen (AID 1863) | actives 0.16% (n = 300,000) | S. Typhimurium PhoP-regulated promoter GFP reporter, 4 h; higher % means a stronger effect | inhibition, % at 50 µM; hits with a dose series show IC50 in µM;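 active = inhibition over 29.93%, a cutoff 3 SD above the screen mean, later confirmed by dose response; inconclusive = inhibition over 29.93% but no dose response follow-up; inactive = inhibition at most 29.93% or unconfirmed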;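 also: 0% = low Mg2+ inducing control and 100% = high Mg2+ repressing control; strong numbers were not always called active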
# NTR1 agonist: NTR1-driven beta-arrestin-GFP spot formation – imaging, U2OS cells, high content, primary screen (AID 493036). agonist mode. P30989. activation, % at 20 µM. actives 0.17% (n = 330,000);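 active = activation at or above 40% of the spot to cytoplasm intensity ratio, with at least 20 cells analyzed; inconclusive = wells under 20 cells, flagged as cytotoxic or low count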;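 also: 0% = DMSO without peptide and 100% = 100 nM NTR1 peptide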
# Target sequence (P30989 whole entry, looked up): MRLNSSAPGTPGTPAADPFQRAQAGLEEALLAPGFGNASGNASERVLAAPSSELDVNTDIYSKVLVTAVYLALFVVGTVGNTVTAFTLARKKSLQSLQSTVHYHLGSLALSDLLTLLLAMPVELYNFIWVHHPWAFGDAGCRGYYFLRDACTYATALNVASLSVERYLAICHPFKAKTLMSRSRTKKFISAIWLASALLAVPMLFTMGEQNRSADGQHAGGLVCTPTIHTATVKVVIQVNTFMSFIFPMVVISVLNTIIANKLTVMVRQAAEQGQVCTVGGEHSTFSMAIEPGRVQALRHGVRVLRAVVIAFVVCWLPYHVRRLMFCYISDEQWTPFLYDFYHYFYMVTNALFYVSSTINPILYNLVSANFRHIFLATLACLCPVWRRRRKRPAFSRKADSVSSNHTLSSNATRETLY
# K1F lysis inhibition: inhibition of K1F phage lysis, E. coli UTI89, bacterial capsule biogenesis inhibitors, alamar blue (AID 488966). E. coli UTI89 K1F phage lysis, alamar blue, 2 h; higher % means a stronger effect. one-dose inhibition, % at 100 µM; IC50 in µM for titrated hits. actives 0.02% (n = 340,000);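 active = phage lysis inhibition, versus mean bacterial control, above a set limit; inconclusive = no clear call, values can overlap the other calls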;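 also: capsule biogenesis inhibitors block K1F phage lysis so surviving cells raise fluorescence; higher fluorescence means more inhibition of phage lysis; actives were called in the ten point dose series up to 300 µM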
# RSV CPE inhibition: RSV antiviral activity via CPE protection, HEp-2 cells, primary 10 µM value included (AID 2391); HEp-2 cells, RSV-induced CPE inhibition; higher % means a stronger effect; CPE inhibition, % at 10 µM, or IC50 in µM where a hit was titrated; actives 0.13% (n = 310,000); in the data active = a potency from the dose series; inconclusive = CPE inhibition mostly from about 23% at the one dose, without a potency; inactive = the rest, 99 in 100 with CPE inhibition below about 21%; also: strong numbers were not always called active
# West Nile virus CPE: West Nile virus antiviral activity, cell-based, CPE readout (AID 1621) | West Nile virus-infected cells, CPE inhibition; higher % means a stronger effect | actives 0.02% (n = 290,000) | CPE inhibition, % at 10 µM, or IC50 in µM where a hit was titrated; in the data active = a potency from the dose series; inconclusive = CPE inhibition mostly from about 3.7% at the one dose, without a potency; inactive = the rest, 99 in 100 with CPE inhibition below about 2.2%; also: strong numbers were not always called active
# T cell modulator vesicle-bound %: second read-out of T cell modulator, no call of its own (marks repeat the call); double positive events, %; measured here: CD8+ vesicle-bound cell fraction;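 binding gate set so that unloaded-vesicle control wells show 10% double positive cells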
# NTR1 agonist cell count 20 µM: second read-out of NTR1 agonist, no call of its own (marks repeat the call); cell count; measured here: cell count, cytotoxicity flag
# NS5 inhibitors pilot replicate: recorded beside NS5 inhibitors, whose call it bears; inhibition, %; measured here: pilot screen replicate inhibition
# * marks the source's active call; other numbers are inactive results; i = inactive; ? = inconclusive; · = no result given; [ ] = remark or other dose.
SMILES,SV40 large T antigen,T cell modulator,T cell modulator vesicle-bound %,MgcRacGAP inhibition,NS5 inhibitors,Salmonella PhoP GFP,NTR1 agonist,NTR1 agonist cell count 20 µM,K1F lysis inhibition,RSV CPE inhibition,West Nile virus CPE,others
O=C(NCCc1ccccc1)c1ccc2nccnc2c1,-1.3%,i,47.0,11.6%,0.0%,0.1%,-0.1,42,-0.8%,-0.4%,0.2%,
CC(=O)N1CCN(c2ccc(NCc3ccc(C(C)C)cc3)cc2)CC1,31.5%,i,32.5,10.4µM*,6.2%,10.6%,1.4,94,0.1%,1.5%,-0.3%,
Cn1c(=O)c2c(nc(SCCCO)n2Cc2ccccc2Cl)n(C)c1=O,18.3%,i,38.6,9.2%,-2.7%,-3.6%,6.1,92,0.1%,0.7%,-0.3%,NS5 inhibitors pilot replicate=-1.2
CC(=O)c1cc2c(cc1NC(=O)C1CC1)OCO2,8.0%,i,53.1,-7.9%,4.8%,3.7%,-0.1,62,-0.3%,2.2%,0.3%,
CC1(C)Oc2ccc3ccc(=O)oc3c2-c2cnoc21,9.1%,i,22.5,-0.2%,-27.3%,-3.5%,3.3,72,-0.1%,1.2%,0.6%,
CCC(C)C(Nc1ccc(C(=O)OC)cc1[N+](=O)[O-])C(=O)OC (stereo not given),4.1%,i,7.5,6.8%,-0.6%,-2.4%,3.6,62,2.8%[50 µM],3.1%,0.2%,
Cc1cccc(NS(=O)(=O)c2cc(C(=O)NCCC3=CCCCC3)ccc2Cl)c1,4.8%,i,47.3,0.9%,-5.5%,0.2%,5.6,53,2.6%,-1.2%,0.6%,
CCN(CC)CCN(C)C(=O)c1ccc(OC2CCN(C(=O)C3CC3)CC2)cc1,3.5%,i,50.3,9.1%,0.0%,5.5%,1.7,51,-0.8%,-0.4%,-0.3%,
O=Cc1cc(N=Nc2ccc(S(=O)(=O)O)cc2)ccc1O,21.5%,i,56.7,16.4%,14.6%,·,0.5,61,0.0%,3.5%,·,
COc1ccccc1CNC(=O)c1cc(C)nn1-c1ccccc1,9.4%,i,53.3,-8.3%,-2.3%,-12.0%,-1.0,50,-0.1%,0.6%,0.0%,
COC(=O)Cc1ccc(NC(=S)NCCC(C)C)cc1,9.8%,i,55.5,3.9%,-6.3%,-18.4%,-1.1,85,0.0%,3.0%,-1.4%,
Cc1ccc(O)c(NC(=O)C2=CC(c3ccco3)=NS(=O)(=O)N2C)c1,·,i,16.8,3.4%,-2.9%,·,-2.3,66,4.7%,0.9%,-0.3%,
CCC1C/C(=C\c2cccnc2)C(=O)/C(=C/c2cccnc2)C1 (stereo not given),8.1%,·,·,16.6%,-10.9%,6.2%,·,·,1.9%,·,-1.5%,
Cc1ccc(C(=O)Nc2ccc(Cl)cc2C(F)(F)F)c(Cl)c1,-0.2%,i,52.1,3.8%,-3.7%,7.1%,-2.2,52,9.2%,20.5%,-0.3%,
CCOC(=O)C1(CCc2ccccc2)CCN(Cc2ccc(OC)cc2)CC1,1.8%,i,35.3,1.8%,-10.0%,-7.0%,-0.1,82,0.2%,1.1%,-0.3%,

# Sorted by count of non-hydrogen atoms (rising): some entries from above
SMILES,SV40 large T antigen,T cell modulator,T cell modulator vesicle-bound %,MgcRacGAP inhibition,NS5 inhibitors,Salmonella PhoP GFP,NTR1 agonist,NTR1 agonist cell count 20 µM,K1F lysis inhibition,RSV CPE inhibition,West Nile virus CPE,others
O=Cc1cc(N=Nc2ccc(S(=O)(=O)O)cc2)ccc1O,21.5%,i,56.7,16.4%,14.6%,·,0.5,61,0.0%,3.5%,·,
Cc1ccc(O)c(NC(=O)C2=CC(c3ccco3)=NS(=O)(=O)N2C)c1,·,i,16.8,3.4%,-2.9%,·,-2.3,66,4.7%,0.9%,-0.3%,
Cn1c(=O)c2c(nc(SCCCO)n2Cc2ccccc2Cl)n(C)c1=O,18.3%,i,38.6,9.2%,-2.7%,-3.6%,6.1,92,0.1%,0.7%,-0.3%,NS5 inhibitors pilot replicate=-1.2

# Other compounds follow:
SMILES,SV40 large T antigen,T cell modulator,T cell modulator vesicle-bound %,MgcRacGAP inhibition,NS5 inhibitors,Salmonella PhoP GFP,NTR1 agonist,NTR1 agonist cell count 20 µM,K1F lysis inhibition,RSV CPE inhibition,West Nile virus CPE,others
CSc1nnc(SCC#N)s1,9.6%,i,18.8,·,·,-0.8%,0.7,60,·,-0.2%,0.5%,
CC1(C)C2CCC1(CS(=O)(=O)N1CCC(C(N)=O)CC1)C(=O)C2 (stereo not given),18.7%,i,40.1,-1.3%,1.0%,8.2%,5.0,62,0.0%,-0.1%,0.2%,
COc1ccc2c(c1)Sc1ccccc1N2CCN(C)C,29.3%,i,54.2,?,-0.7%,7.0%,-0.4,29,0.5%,-2.0%,0.6%,
CCSC(C)CC1C/C(=N/O)c2c(CC)noc2C1 (stereo not given),9.4%,i,43.6,1.1%,0.0%,-1.0%,-0.5,48,0.4%,20.1%,-0.5%,
COc1cc(OC)cc(-c2oc(=O)c3cc(OC)c(OC)cc3c2C#CCCO)c1,·,i,17.9,3.5%,5.2%,·,0.0,43,-1.1%,·,·,
COc1ccc(OC)c(C(=O)CSc2nccc(-c3ccc(Br)cc3)n2)c1,10.7%,i,33.4,-0.3%,-2.8%,-3.7%,3.3,51,2.0%,7.5%,-0.6%,
Oc1cc(Br)ccc1C=Nc1ccc(N2CCCCC2)cc1,10.6%,i,49.5,5.88µM*,-2.6%,-5.9%,0.3,79,0.1%,2.0%,-0.5%,
COC(=O)Cc1[nH]nc2c1C(c1c[nH]c3ccccc13)C(C#N)=C(N)O2 (stereo not given),22.4%,i,2.4,6.0%,0.8%,-9.9%,0.4,83,0.3%,3.5%,0.6%,
C[C@@H](C(=O)Nc1ccccc1N1CCOCC1)N1C(=O)C2CCCCC2C1=O (stereo not given in full),·,i,55.5,5.2%,7.2%,·,5.1,61,1.1%,·,·,
Cn1cnc(S(=O)(=O)Nc2ccc(OC(F)F)cc2)c1,1.1%,i,31.1,3.4%,7.7%,2.5%,0.1,48,-1.0%,0.5%,0.0%,
O=C(Nc1ccc(Cl)cc1)Nc1cccc2nsnc12,2.8%,i,26.3,13.2%,-3.9%,-2.1%,28.4,83,0.4%,15.2%,-0.3%,
CCCCCCCn1ccc(O)c(CC(=O)OC)c1=O,5.3%,i,35.2,3.4%,0.0%,-9.9%,-1.5,54,1.0%,-0.3%,0.1%,
COc1ccc(N2CCN(C(CNC(=O)C(=O)NCc3cccs3)c3ccco3)CC2)cc1 (stereo not given),12.6%,i,26.0,5.9%,-4.6%,-4.3%,2.6,57,0.0%,16.1%,-1.3%,
COC(=O)c1ccc(C(=O)OC)c(N)c1,3.0%,i,26.1,·,·,-2.4%,-1.1,73,·,0.5%,0.7%,
COc1ccc(C(CNC(=O)c2ccc(NS(=O)(=O)c3ccc4c(c3)OCCO4)cc2)N(C)C)cc1 (stereo not given),26.2%,i,3.3,-0.2%,5.8%,8.9%,-1.1,50,0.5%[50 µM],-2.6%,·,

# The final two compounds of the part before lead into the next.
SMILES,SV40 large T antigen,T cell modulator,T cell modulator vesicle-bound %,MgcRacGAP inhibition,NS5 inhibitors,Salmonella PhoP GFP,NTR1 agonist,NTR1 agonist cell count 20 µM,K1F lysis inhibition,RSV CPE inhibition,West Nile virus CPE,others
COC(=O)c1ccc(C(=O)OC)c(N)c1,3.0%,i,26.1,·,·,-2.4%,-1.1,73,·,0.5%,0.7%,
COc1ccc(C(CNC(=O)c2ccc(NS(=O)(=O)c3ccc4c(c3)OCCO4)cc2)N(C)C)cc1 (stereo not given),26.2%,i,3.3,-0.2%,5.8%,8.9%,-1.1,50,0.5%[50 µM],-2.6%,·,
COc1ccc(C2CC(c3ccc(C)cc3)=NN2C(=O)CCC(=O)O)cc1OC (stereo not given),9.7%,i,60.1,-2.6%,-8.8%,-4.2%,0.9,68,0.0%,1.1%,0.3%,
COc1ccc(CCNC(=O)CSc2nc3c(c(=O)n(C)c(=O)n3C)n2C(C)C)cc1OC,13.9%,i,16.1,-1.1%,-2.1%,-6.5%,-0.7,44,i,1.0%,0.3%,
COc1cc(OC)cc(C(=O)NC2CCCCCCC2)c1,-20.8%,i,62.8,·,-1.3%,10.3%,-0.3,91,-0.1%,0.9%,-0.8%,
O=C(/C=C/c1ccc2c(c1)OCO2)c1ccccn1,11.6%,i,23.9,6.3%,-7.7%,-2.9%,4.1,66,0.4%,0.8%,0.0%,
O=C(c1cccs1)N(Cc1cc2ccccc2[nH]c1=O)c1ccccc1,-2.6%,i,5.7,4.9%,-6.2%,26.0%,6.6,63,2.0%,17.6%,-1.9%,
CCOc1ccc(NC(=S)NNC(=O)c2ccc(Br)cc2)cc1,18.6%,i,48.9,7.9%,-2.2%,-6.1%,3.3,57,0.1%,13.4%,-1.1%,
CCOCCCNC(=O)C1CCN(Cc2cccc(OCc3ccccc3)c2)CC1,4.1%,i,59.4,11.3%,-0.7%,2.5%,0.1,50,0.0%,-0.9%,-1.0%,NS5 inhibitors pilot replicate=2.1
CC(Cc1ccco1)NC(=O)c1cccc(S(=O)(=O)N(C)C)c1 (stereo not given),11.7%,i,26.0,7.0%,-8.9%,-3.0%,2.5,45,0.3%,1.2%,-0.3%,
N#Cc1ccc(C(=O)N/N=C/c2cn(CC(=O)O)c3ccccc23)c(F)c1,5.2%,i,15.8,5.6%,-1.3%,-2.0%,1.0,55,1.7%[50 µM],0.1%,0.1%,
COc1cc(OC)cc(C(=O)Nc2cccc3cccnc23)c1,2.6%,i,53.2,9.8%,2.7%,-3.8%,0.6,68,0.2%,2.4%,-0.8%,
O=C(Cc1c(F)cccc1Cl)N1CCN(S(=O)(=O)c2cccs2)CC1,·,i,21.4,3.4%,-5.8%,·,-2.3,49,0.7%[50 µM],0.7%,·,
Cc1cc(-n2cc(Br)c(=O)[nH]c2=O)nc(-c2ccccc2)n1,18.9%,i,43.4,12.4%,9.8%,-4.0%,1.0,47,0.3%,6.2%,0.0%,
CC1CCCCN1S(=O)(=O)c1ccc2c(c1)oc(=O)n2CC(=O)O (stereo not given),-0.6%,i,49.1,7.5%,-2.1%,-4.7%,0.4,58,4.7%[50 µM],0.1%,0.0%,
COc1ccc(C(=S)NC2CCCCC2)cc1,5.0%,i,57.3,13.1%,-9.5%,1.5%,0.7,51,0.1%,2.2%,0.0%,
